Source: PubChem BioAssay (National Center for Advancing Translational Sciences (NCATS))
S3 lipid droplet: qHTS Assay for Lipid Storage Modulators in Drosophila S3 Cells | Drosophila S3 cells, BODIPY lipid droplet fluorescence, 18-24 h; cells fed with added oleic acid | 320,000 compounds, 0.64% hits | AID 2685 | lipid storage change, negative = inhibition, % at the top dose, mostly 46.1 µM; hits show Potency in µM; active = well fitted inhibition curve with a large enough effect in the signal ratio, with a control signal flat, not every such curve was filed as active; inconclusive = small, poorly fitted or top-dose-only effect, or effect the other way, or a change in a side signal; the % refers to the signal ratio
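Drosophila S3 cells got compounds at several concentrations plus oleic acid (400 uM solution). Laser-scanning cytometry with 488 nm excitation read lipid droplets at 500-530 nm and cells at 575-640 nm. Percent activity was relative to 20 uM Triacsin C.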
S3 lipid droplet cell count max: recorded beside S3 lipid droplet, whose call it bears; cell number change, %; measured here: cell count max response;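 cells counted by Cell Tracker Red CMTPX staining in the red channel; peak over a dose series mostly up to 46.1 µM; percent activity relative to internal control wells on each plate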
Active calls of the source: *; i = inactive; ? = inconclusive; . = no result given; [ ] = another dose, or the depositor's remark. % is set by controls: 0 for no effect and ±100 for the full control effect; potency is the fitted concentration of half-maximal effect.

#	S3 lipid droplet	S3 lipid droplet cell count max	SMILES
1	?	.	CN(C)c1ccc(N2CC(C)(C)C2=O)cc1
2	?	.	Cc1ccc(CCNS(=O)(=O)c2ccc3c(c2)NC(=O)CCS3)cc1
3	i	24	CCn1c(SCC(=O)Nc2nccs2)nnc1-c1ccc(S(=O)(=O)N2CCCCC2)cc1
4	-14%	1	NC(CCC(=O)O)C12CC3CC(CC(C3)C1)C2 (stereo not given)
5	3%	-26	O=C1N=c2ccccc2=C1c1[nH]c(=S)[nH]c1O
6	?	.	COc1ccccc1N(CC(O)Cn1ccnc1C)S(=O)(=O)c1ccccc1 (stereo not given)
7	?	.	CC(C)(C)c1ccc(C(=O)NCC(=O)OCC(=O)N2CCN(S(=O)(=O)c3ccc(Cl)cc3)CC2)cc1
8	-6%	9	COc1ccc(Nc2nc(C)nc3c2nnn3Cc2ccccc2Cl)c(OC)c1
9	i	13	Cc1cccc(NC(=O)CCCC(=O)OC(C)C(=O)c2ccccc2)c1 (stereo not given)
10	?	.	Cc1c(OC(C(=O)O)c2ccccc2)ccc2c1oc(=O)c1ccccc12 (stereo not given)
11	8%	18	CC(C)Oc1cccc(NC(=O)c2cnccc2C(F)(F)F)c1
12	0%	-4	Cc1ccc(S(=O)(=O)N2CCCC2C(=O)Nc2ccc(O)cc2)cc1 (stereo not given)
13	-1%	23	COc1cccc(C(=O)Nc2cc(Cl)c(O)c(Cl)c2)c1
14	10%	10	Cc1cc(C)cc(N2CC(C)Cn3c2nc2c3c(=O)[nH]c(=O)n2C)c1 (stereo not given)
15	-6%	-1	Cc1csc(NC(=O)C(Cc2ccccc2)n2cccc2)n1 (stereo not given)
16	?	.	CC(Sc1nnnn1-c1ccc(O)cc1)c1nc2ccccc2c(=O)[nH]1 (stereo not given)
17	i	.	CCn1c(C(=O)NCc2ccccn2)cc2sccc21
18	?	.	O=C(Nc1ccccc1)Oc1cccc(Br)c1
19	i	2	CSCCC(NS(=O)(=O)c1cccc(C(F)(F)F)c1)C(=O)Nc1ccccc1N1CCCC1 (stereo not given)
20	4%	.	CCN(C(=S)NC(=O)CCc1ccccc1)c1ccccc1
21	?	.	CC(C(=O)O)c1n[nH]c(=O)c2ccccc12 (stereo not given)
22	4%	5	CCOC(=O)c1c(N=CN(C)C)c(C#N)c2n1CCCC2
23	?	.	CCc1ccc(NC(=S)N(CCN2CCCCC2)Cc2ccco2)cc1
24	?	.	O=C(O)/C=C/C(=O)N1CCN(c2cccc(Cl)c2)CC1
25	i	6	O=C(CN1CCN(CN2C(=O)NC3(CCCCCC3)C2=O)CC1)Nc1ccc(F)cc1
26	?	.	COc1ccc2c(c1)C(NC(C)=O)C(=O)N2C (stereo not given)
27	?	.	O=C(c1ccc([N+](=O)[O-])cc1)N(Cc1ccc(Cl)cc1)N1C(=O)CCCC1=O
28	?	.	COc1ccc(CN(C(=S)Nc2ccccc2)C2CC(=O)N(c3ccc(F)cc3)C2=O)cc1 (stereo not given)
29	?	.	Cc1ccc(NC(=O)CN(C)C(=O)COC(=O)c2nccnc2N)cc1
30	?	.	O=C(CSc1ccccn1)C12CC3CC(CC(C3)C1)C2

Retrieved by structure from the entries so far (2):
#	S3 lipid droplet	S3 lipid droplet cell count max	SMILES
28	?	.	COc1ccc(CN(C(=S)Nc2ccccc2)C2CC(=O)N(c3ccc(F)cc3)C2=O)cc1 (stereo not given)
14	10%	10	Cc1cc(C)cc(N2CC(C)Cn3c2nc2c3c(=O)[nH]c(=O)n2C)c1 (stereo not given)

Going on with the list:
#	S3 lipid droplet	S3 lipid droplet cell count max	SMILES
31	?	.	CC(C)Cc1nc(SCC(=O)N2CCCCC2)c2c(=O)n(C)c(=O)n(C)c2n1
32	?	.	C/C(=N\NC(=S)NC1CCCCC1)c1cccc(C(F)(F)F)c1
33	?	.	CCOc1ccc(NC(=O)c2cccc3c2C(=O)N(Cc2cccnc2)C3)cc1
34	-1%	9	Cc1ccc(OCC(=O)N/N=C/c2ccco2)cc1
35	3%	11	COC(=O)c1cc(S(=O)(=O)N(C)c2ccc(C)c(C)c2)c[nH]1
36	?	.	CN(C)/C=C(\C#N)C(=O)N/N=C(\CC(=O)C(F)(F)F)c1ccco1
37	-10%	-5	CC1CN(C(=O)COC(=O)c2cc(Cl)ccc2Cl)CC(C)O1 (stereo not given)
38	4%	-1	COc1ccc(-c2cc(=O)c3ccccc3o2)cc1
39	-7%	-9	COc1cccc2cc(-c3nc4ccccc4o3)c(=O)oc12
40	?	.	COc1ccc(CN(C(=O)CSc2nnc(-c3c[nH]c4ccccc34)o2)c2ccc(F)cc2)cc1OC
41	?	.	CCN(CC(=O)Nc1ccc(NC(C)=O)cc1)Cc1c(O)ccc2cc(Br)ccc12
42	?	.	COc1cccc(CNC(=O)N2CCN(c3ccccc3C)CC2)c1
43	?	.	CCn1c(SCC(=O)Nc2cc(C)on2)nc2c([nH]c3ccccc32)c1=O
44	?	.	CN1C(C(=O)N2CCc3ccccc3C2)=CC(c2ccc(F)cc2)=NS1(=O)=O
45	?	.	Cc1cccc(Oc2ccc(NC(=O)c3ccccc3C(=O)O)cc2)c1C
46	-2%	9	NS(=O)(=O)c1ccc(CCNC(=O)CN2CCN(c3ccccc3F)CC2)cc1
47	-11%	-14	O=c1cc(CSc2ccccc2)[nH]c2ccccc12
48	10%	3	COC(=O)c1sccc1NC(=O)c1cccs1
49	?	.	CCOC(=O)c1sc(Nc2ccccc2)nc1C
50	?	.	CCN(Cc1ccccc1)C(=O)CCS(=O)(=O)c1ccc2c(c1)n(C)c(=O)c(=O)n2C
51	17%	-1	COc1ccccc1NC(=O)c1ccc(COc2ccc3c(c2)CCC3)cc1
52	?	.	Cc1ccc2c(c1)cc1c(=O)n(CC(=O)N3CCCC3)nc(C)n12
53	-3%	12	CN1C(=O)S/C(=C/c2ccccc2OCc2ccc(C(=O)O)cc2)C1=O
54	?	.	O=C1CC(NCc2ccc3c(c2)OCO3)C(=O)N1Cc1ccc2c(c1)OCO2 (stereo not given)
55	i	21	CC1CCc2sc(C(=O)NC(C)C3CCCO3)cc2C1 (stereo not given)
56	?	.	COc1ccccc1/C=C/C(=C1/C(=O)N(c2ccccc2)N=C1C)c1ccc(C)cc1
57	?	.	Cc1cc(=O)oc2cc(NC(=O)C(C)Oc3ccccc3)ccc12 (stereo not given)
58	?	.	CCOc1ccccc1-c1nc(C(N)=O)c2[nH]c(=O)n(-c3ccc(F)cc3)c2n1
59	?	.	COc1ccc(C)cc1N(CC(=O)N1CCCCCC1)S(=O)(=O)c1ccccc1
60	?	.	Cc1ccc(C(C(=O)NC2CCCC2)N(CCCO)C(=O)Cn2nnc(-c3ccc(C)o3)n2)cc1 (stereo not given)
61	?	.	CCOC(=O)c1ccc(NC(=S)NCc2ccccc2)cc1
62	-2%	4	CC(NC(=O)C1CSC2(C)CCC(=O)N12)c1ccccc1Cl (stereo not given)
63	?	.	Cc1ccc(S(=O)(=O)CCC(=O)OCC(=O)NC(C)c2ccc(F)cc2)cc1 (stereo not given)
64	?	.	O=C(NC1CCCCC1)c1ccc([N+](=O)[O-])o1
65	8%	6	O=C(c1ccc(Cl)cc1)C1CCN(C(=O)N2CCOCC2)CC1
66	2%	-17	COc1cc(OC)c(C(=O)CCCN2CCCC2)c(OC)c1
67	5%	-7	CCCCCOc1ccccc1C(=O)NCCC(=O)O
68	?	.	C=CCNC(=O)C1CC(=O)N(c2ccc(OCC(=O)Nc3ccc(OC)cc3)cc2)C1 (stereo not given)
69	i	-2	CN(C)C(=N)c1n[nH]nc1SCc1ccccc1
70	24%	.	Cc1ccccc1NS(=O)(=O)c1cc2c3c(c1)C(C)C(=O)N3CCC2 (stereo not given)
71	-14%	5	CCOC(=O)Nc1ccc2ncn(C)c(=O)c2c1
72	?	.	Cc1cc(=O)oc2ccc(OC(=O)c3cccc(S(=O)(=O)N4CCOCC4)c3)cc12
73	?	.	CC(=O)Nc1ccc(NC(=O)CSc2nnc(C)c(=O)[nH]2)cc1
74	?	.	COc1ccc(C2=CC(c3ccc(Cl)cc3)n3cnnc3N2)cc1OC (stereo not given)
75	-18%	20	CC12CCC(=O)N1C(C(=O)Nc1nc3ccc(S(C)(=O)=O)cc3s1)CS2 (stereo not given)
76	-7%	-17	O=C1c2c(O)cc(O)cc2O[C@H](c2ccc(O)c(O)c2)[C@@H]1O
77	?	.	CC(C)c1ccc(CCNC(=O)CCNS(=O)(=O)c2ccc(Br)cc2)cc1
78	?	.	O=C(O)C1=C(C(=O)Nc2ccc(F)c(Cl)c2)CCCC1
79	?	.	c1csc(-c2cnc3n2CCCC3)c1
80	?	.	COc1ccc(CN2CCN(C(C)C(=O)N3CCc4ccccc43)CC2)cc1OC (stereo not given)
81	-27%	21	CCc1ccc(CN(C(=O)c2ccco2)C2CCS(=O)(=O)C2)cc1 (stereo not given)
82	4%	1	Cc1ccc(-c2onc3ccc(C4OCCO4)cc23)cc1
83	22%	.	Cc1ccc(CC(=O)N(C)CC(=O)N(CC(C)C)c2c(N)n(CC(C)C)c(=O)[nH]c2=O)cc1C
84	?	.	O=C(N/C(=C\c1ccc([N+](=O)[O-])cc1)C(=O)N1CCCCC1)c1ccco1
85	-29%[9.22 µM]	-30	CC(C)(C)C(=O)C[n+]1cccc(C(N)=O)c1
86	23%	.	OCn1c2ccccc2c2ccccc21
87	i	2	Cc1ccccc1Cn1cnc2c(nnn2Cc2ccc(F)cc2)c1=O
88	?	.	CCn1ncc([N+](=O)[O-])c1C(=O)N1CCc2ccccc2C1
89	?	.	COc1ccc(NC(=O)CN(C)S(=O)(=O)c2ccccc2)cc1OC
90	?	.	Cc1ccc(NC(=O)C2CCCN2c2nn3c(=O)cc(C)nc3s2)cc1 (stereo not given)

Full records, quoted from the list. Order of values: S3 lipid droplet | S3 lipid droplet cell count max
Cc1cc(=O)oc2ccc(OC(=O)c3cccc(S(=O)(=O)N4CCOCC4)c3)cc12 reads ? | .
CC(=O)Nc1ccc(NC(=O)CSc2nnc(C)c(=O)[nH]2)cc1 reads ? | .

From compound 72 up to 73, copied from above:
#	S3 lipid droplet	S3 lipid droplet cell count max	SMILES
72	?	.	Cc1cc(=O)oc2ccc(OC(=O)c3cccc(S(=O)(=O)N4CCOCC4)c3)cc12
73	?	.	CC(=O)Nc1ccc(NC(=O)CSc2nnc(C)c(=O)[nH]2)cc1

New compounds follow.
#	S3 lipid droplet	S3 lipid droplet cell count max	SMILES
91	?	.	C=CCN1C(=O)/C(=C/c2ccc(-c3ccc(F)cc3)o2)SC1=S
92	i	.	O=C(CSc1nc(Cc2ccccc2)nc2ccccc12)c1ccc2c(c1)OCCO2
93	?	.	CCC1CCCCN1C(=O)COC(=O)c1ccc(Br)o1 (stereo not given)
94	?	.	CC(C)(C)c1cc(C(c2cccnc2)N2CCN(CCO)CC2)cc(C(C)(C)C)c1O (stereo not given)
95	?	.	COc1ccccc1C(=O)COC(=O)c1ccc(-n2cnnn2)cc1
96	?	.	COc1ccc(C(=O)OCC(=O)NCC2CCCCC2)c(OC)c1
97	29%	.	O=C1C2ON(c3ccccc3)C(c3cccnc3)C2C(=O)N1c1ccccc1 (stereo not given)
98	0%	-7	COc1cccc2cc(C(=O)NCc3ccc(C)cc3)c(=O)oc12
99	?	.	COc1ccc(CC(=O)Nc2cccc(S(=O)(=O)N3CCCC3)c2)cc1OC
100	12%	.	CC1CCc2nc(N)c(C#N)c(-c3cccn3C)c2C1 (stereo not given)
101	?	.	CCOc1ccc(-c2csc(/C(C#N)=C\c3ccc(O)c([N+](=O)[O-])c3)n2)cc1
102	13%	-1	FC(F)(F)c1nnc2ccc(Sc3ccccn3)nn12
103	?	.	NS(=O)(=O)c1ccc(NC(=O)COC(=O)CSCc2ccc(F)cc2)cc1
104	?	.	O=C(NCCc1ccccc1)C1CCC(CNS(=O)(=O)c2ccccc2)CC1 (stereo not given)
105	?	.	Cc1c(Br)c(C(=O)NCc2cc3cc(Cl)ccc3[nH]2)nn1C
106	7%	7	N#C/C(C(=O)Oc1ccccc1)=C1\C=CC=CN1
107	13%	2	COc1ccc(/C=C/CN2CCCC(C(=O)c3cc(F)ccc3F)C2)cc1 (stereo not given)
108	16%	-20	C=C[C@@H](C)N(Cc1ccc(OC)cc1)S(=O)(=O)N(Cc1ccccc1)[C@H](C=C)C(C)C
109	-2%	-12	CCc1cc(C(=O)NNC(=S)NCC2CCCO2)cs1 (stereo not given)
110	?	.	CCc1ccccc1NC(=O)c1cc2sccc2n1C
111	-12%	-23	Cc1cc(NS(=O)(=O)c2ccc(NC(=O)C(C)Oc3cccc(C)c3C)cc2)nc(C)n1 (stereo not given)
112	?	.	CCOC(=O)c1ccc(S(=O)(=O)N2CCNCC2)cc1
113	?	.	CCCCCCN1C=CC=C/C1=C/C=C(C#N)C#N
114	0%	15	Cc1cccc(NC(=O)CSc2c3c(nc4ccccc24)CCC3)n1
115	?	.	Cc1ccc(C(=O)N/C(=C\c2ccc(F)cc2)C(=O)NCCCn2ccnc2)cc1
116	?	.	CN1C(=O)/C(=C/c2cn(CC(=O)N3CCCCC3)c3ccccc23)c2ccccc21
117	?	.	CN(C)CCCOc1ccc(C(C)(C)c2ccccc2)cc1
118	16%	9	COc1cccc(/C=C/C(=O)OCC(=O)N(C)CC(=O)Nc2ccccc2Cl)c1OC
119	12%	-21	CS(=O)(=O)Nc1cccc2cccnc12

3 of the entries above in order of the S3 lipid droplet value, lowest first:
no.	SMILES	S3 lipid droplet	S3 lipid droplet cell count max
109	CCc1cc(C(=O)NNC(=S)NCC2CCCO2)cs1 (stereo not given)	-2%	-12
100	CC1CCc2nc(N)c(C#N)c(-c3cccn3C)c2C1 (stereo not given)	12%	.
118	COc1cccc(/C=C/C(=O)OCC(=O)N(C)CC(=O)Nc2ccccc2Cl)c1OC	16%	9

These rows are one share of the data; count on the stated rates, not on these rows.
